# HDAC3 inhib: blocks human histone deacetylase 3. O15379. inhibition, % at 8.3 µM. recombinant HDAC3, fluorogenic peptide/trypsin coupled, fluorescence. AID 2718. 320,000 tested, 0.15% active; in the data active = inhibition above about 26%, passing the limit was not always enough; inconclusive = no clear call, values can overlap the other calls
# TMEM16A act: mouse TMEM16A channel activation, primary screen | HEK293 TMEM16A/YFP-H148Q/I152L, iodide quench fluorescence; hits give low values | B-score at 10 µM | AID 623877 | Q8BHY3 | 340,000 tested, 0.3% active;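 active = fluorescence-ratio B-score plate-corrected deviation score at least 3 library SD below zero, with starting fluorescence score within 5 deviations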;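 note: channel opened by trigger with iodide after compound preincubation; score built on the fluorescence ratio of max minus min over baseline; more negative score means more quench and so TMEM16A activation or potentiation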
# Target sequence (Q8BHY3 whole entry, looked up): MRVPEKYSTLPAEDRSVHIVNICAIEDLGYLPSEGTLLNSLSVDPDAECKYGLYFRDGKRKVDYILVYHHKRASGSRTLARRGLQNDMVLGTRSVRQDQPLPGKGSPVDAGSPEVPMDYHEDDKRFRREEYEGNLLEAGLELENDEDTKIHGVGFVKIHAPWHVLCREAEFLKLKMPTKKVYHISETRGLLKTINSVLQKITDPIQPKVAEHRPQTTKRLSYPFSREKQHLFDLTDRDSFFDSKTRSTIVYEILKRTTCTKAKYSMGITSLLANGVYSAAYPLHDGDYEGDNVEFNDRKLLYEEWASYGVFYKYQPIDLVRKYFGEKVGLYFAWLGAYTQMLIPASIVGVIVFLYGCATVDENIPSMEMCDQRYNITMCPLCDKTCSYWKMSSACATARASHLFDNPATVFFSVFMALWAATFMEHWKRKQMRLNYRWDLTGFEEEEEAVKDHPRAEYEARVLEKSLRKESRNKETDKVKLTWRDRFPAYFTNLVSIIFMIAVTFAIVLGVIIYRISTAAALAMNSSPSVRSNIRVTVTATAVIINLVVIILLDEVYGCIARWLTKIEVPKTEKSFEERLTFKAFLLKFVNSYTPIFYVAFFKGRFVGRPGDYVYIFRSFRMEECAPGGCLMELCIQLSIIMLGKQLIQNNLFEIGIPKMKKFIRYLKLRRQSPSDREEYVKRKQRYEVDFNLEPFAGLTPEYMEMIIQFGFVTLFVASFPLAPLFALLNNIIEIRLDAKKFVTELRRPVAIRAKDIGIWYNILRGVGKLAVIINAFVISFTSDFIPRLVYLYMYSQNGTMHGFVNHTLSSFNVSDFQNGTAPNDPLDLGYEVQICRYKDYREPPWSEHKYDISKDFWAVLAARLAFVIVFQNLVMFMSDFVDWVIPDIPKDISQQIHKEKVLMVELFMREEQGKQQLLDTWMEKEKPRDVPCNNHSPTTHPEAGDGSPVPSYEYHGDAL
# Starred values were filed as active, the others as inactive; i = inactive; ? = inconclusive.
# Start of the data: the first 4 entries as a preview:
SMILES,HDAC3 inhib,TMEM16A act
Nc1nc(COC(=O)C2CCN(C(=O)c3ccc(Cl)cc3)CC2)nc(Nc2ccccc2)n1,0,i
O=C(COC(=O)c1cc(S(=O)(=O)N2CCOCC2)c(Cl)cc1Cl)NCc1ccco1,-4,i
CCc1ccc(C(C)NC(=O)COC(=O)c2ccc(-n3cnnn3)cc2)cc1 (stereo unspecified),4,i
COc1ccc(OC)c(/C=C/C(=O)OCC(=O)NCc2ccco2)c1,0,i

# The whole of this part (from the top)
SMILES,HDAC3 inhib,TMEM16A act
Nc1nc(COC(=O)C2CCN(C(=O)c3ccc(Cl)cc3)CC2)nc(Nc2ccccc2)n1,0,i
O=C(COC(=O)c1cc(S(=O)(=O)N2CCOCC2)c(Cl)cc1Cl)NCc1ccco1,-4,i
CCc1ccc(C(C)NC(=O)COC(=O)c2ccc(-n3cnnn3)cc2)cc1 (stereo unspecified),4,i
COc1ccc(OC)c(/C=C/C(=O)OCC(=O)NCc2ccco2)c1,0,i
O=C(CCS(=O)(=O)c1ccccc1)Nc1ccc(N2CCN(Cc3ccccc3)CC2)cc1,4,i
CCOC(=O)[C@@H]1[C@H]2COc3cc(OC)ccc3[C@@H]2N2C(=O)N(c3ccc(F)cc3)C(=O)[C@@]12C,-5,i
CCc1noc(C)c1C(=O)N1CC(C)SC1=Nc1ccc(Cl)cc1 (stereo unspecified),8,i
Cc1ccc(SCC(=O)OCC(=O)NCc2ccco2)cc1,5,i
CCCN(CC(=O)Nc1cc(Cl)ccc1Cl)C(=O)c1ccc2n[nH]nc2c1,2,i
O=C1C=C(c2ccc(F)cc2OCc2ccccc2)C[C@@H](c2ccc3c(c2)OCO3)C1,4,i
NC(=O)c1ccc(-c2nnn(CC(=O)Nc3cccc(S(=O)(=O)N4CCCC4)c3)n2)cc1,2,i
O=C(COC(=O)/C=C/c1cccs1)Nc1ccc(F)cc1,6,i
CCC(=O)N(c1nnc(SCC(=O)c2ccc[nH]2)s1)C1CC1,0,i
CCOc1ccccc1C(=O)OCC(=O)NCC1CCCO1 (stereo unspecified),-15,i
O=S(=O)(c1ccc(SCCOc2ccc(F)cc2)nc1)N1CCCC1,2,i
COC(=O)c1ccc(COC(=O)CNC(=O)c2ccc(OC)cc2)cc1,-1,i
CCN(CC)CCNC(=O)c1ccc(NC(=O)c2cc(-c3ccncc3)nc3ccccc23)cc1,1,i
O=C1OC(CC(=O)N(Cc2nnc(-c3ccccc3Cl)o2)C2CC2)c2ccccc21 (stereo unspecified),5,i
CC1(C)C[C@H]2C3=CCC4[C@@]5(C)CC[C@H](O)[C@@](C)(CO)C5CC[C@@]4(C)[C@]3(C)C[C@@H](O)[C@@]2(CO)[C@@H](O)[C@@H]1O (stereo partly specified),-4,i
Cc1ccc(C(=O)CSc2nnc(C3CC3)n2C2CC2)s1,3,i
CCN(CC(=O)Nc1ccc(OC)cc1)C(=O)Cc1ccsc1,0,i
Cc1c(C(=O)OCC(=O)N(C)CC(=O)Nc2ccc(F)cc2)oc2ccccc12,0,i
CC(Oc1ccc(F)cc1)C(=O)Nc1ccc(S(=O)(=O)NC2=NCCCCC2)cc1 (stereo unspecified),-3,i
CC(C)n1nnnc1SCC(=O)N1CCN(Cc2ccc3c(c2)OCCO3)CC1,-1,i
Cc1cccc(NC(=O)c2ccc(S(=O)(=O)N(C)c3ccccc3)cc2)n1,2,i
O=C(Nc1ccon1)c1nc[nH]c1C(=O)N1CCc2ccccc2C1,-8,i
CN(C(=O)c1ccc(NC(=O)C2CCCN(C(=O)OC(C)(C)C)C2)cc1)C1CCCCC1 (stereo unspecified),7,i
Cc1cc(Cl)ccc1OCCCC(=O)OCC(=O)Nc1cccc(S(N)(=O)=O)c1,8,i
COc1ccc2[nH]c(O)c(N=NC(=O)c3ccc(NS(=O)(=O)c4cccs4)cc3)c2c1,12,i
COc1cc(NC(=O)c2ccc(-c3cccc(F)c3)o2)ccc1NC(=O)c1ccccc1Cl,8,i

# Single values from above:
# Cc1c(C(=O)OCC(=O)N(C)CC(=O)Nc2ccc(F)cc2)oc2ccccc12 in HDAC3 inhib = 0
# CN(C(=O)c1ccc(NC(=O)C2CCCN(C(=O)OC(C)(C)C)C2)cc1)C1CCCCC1 (stereo unspecified) in HDAC3 inhib = 7

# (more compounds)
SMILES,HDAC3 inhib,TMEM16A act
C=CCSc1nnc(NC(=O)CCN2C(=O)C3CC=CCC3C2=O)s1 (stereo unspecified),0,i
Cc1ccc(C)c(NC(=O)CSc2ccc(S(=O)(=O)N3CCCC3)cn2)c1,4,i
COc1cc(OC)cc(C(=O)OCC(=O)NC2CCCCCC2)c1,2,i
COc1ccc(C)cc1NC(=O)COC(=O)c1c(C)nn(-c2ccccc2)c1C,3,i
C[C@@H](NC(=O)c1nc[nH]c1C(=O)NCc1ccccc1)c1ccccc1,4,i
NC(=O)c1ccc(NC(=O)CCCN2C(=O)NC3(CCCC3)C2=O)cc1,2,i
CCOC(=O)[C@@H]1[C@H]2COc3cc(OC)ccc3[C@H]2N2C(=O)N(c3ccc(OC)cc3)C(=O)[C@]12C,-1,i
Cn1cccc1C(=O)OCc1nc2ccccc2c(=O)[nH]1,0,i
COCCn1c(SCC(=O)NN2C(=O)NC(C)(c3ccccc3)C2=O)nnc1-c1ccncc1 (stereo unspecified),-4,i
CCN(CC(=O)Nc1c(F)cccc1F)C(=O)/C=C/c1ccc(C)cc1,2,i
C/C(=N\NC(=O)c1ccc(-n2cnnn2)cc1)c1ccc(Cl)cc1,4,i
Cc1ccc(C)c(C(=O)CN2C(=O)C(=O)N(C3CCCC3)C2=O)c1,3,i
CCOC(=O)c1cccc(C2=CC(=O)C[C@H](c3ccc(Cl)cc3)C2)c1,?,i
CC1(CCc2ccccc2)NC(=O)N(CC(=O)Nc2c(F)cccc2F)C1=O (stereo unspecified),0,i
CCOc1ccc(C(=O)NCC(=O)NCC(c2ccco2)N2CCCCC2)cc1 (stereo unspecified),2,i
O=C(NCc1ccccn1)c1cccc(S(=O)(=O)N2CCCCC2)c1,3,i
O=S(=O)(Nc1cccc(S(=O)(=O)N2CCCC2)c1)c1ccccc1F,-7,i
COc1ccccc1NC(=O)COC(=O)C12CC3CC(CC(Br)(C3)C1)C2,-8,i
CC(C)c1cccc(-c2ccc3c(c2)S(=O)(=O)c2cccc(C(=O)O)c2C3=O)c1,8,i
O=C(Nc1cccc(S(=O)(=O)N2CCCC2)c1)c1cccc(S(=O)(=O)N2CCOCC2)c1,2,i
CC(Oc1ccc(Cl)cc1)C(=O)Nc1cccc(S(=O)(=O)N2CCOCC2)c1 (stereo unspecified),10,i
CC(OC(=O)C1CCCCC1)C(=O)Nc1cccc([N+](=O)[O-])c1 (stereo unspecified),4,i
Cc1ccc(S(=O)(=O)N2CCN(C(=O)c3cc(C4CC4)nc4c3cnn4C(C)C)CC2)cc1,2,i
COc1ccc(C(=O)COC(=O)c2cccs2)cc1,3,i
CC1CC(C)CN(C(=O)CSc2nnc3ccccn23)C1 (stereo unspecified),-1,i
COc1ccc(NS(=O)(=O)c2ccc(N3CCOCC3)c(N)c2)cc1,0,i
CC(C)c1ccc(NC(=O)CN2C(=O)NC(C)(C3CC3)C2=O)cc1 (stereo unspecified),8,i
CC1CCCCC1NCC(=O)Nc1ccccc1C(=O)Nc1ccccc1 (stereo unspecified),6,i
COc1ccc(C2(c3ccc(OC)cc3)NC(=O)N(CC(=O)NC3(C#N)CCCCC3)C2=O)cc1,-2,i
CN(c1ccccc1)S(=O)(=O)c1cccc(NC(=O)CCNC(=O)c2ccccc2)c1,1,i
CN1CCN(c2ccc(NC(=O)c3ccc(-c4ccccc4F)o3)cc2)CC1,8,i
Cc1ccc(S(=O)(=O)N2CCOCC2)cc1NC(=O)c1cc2ccccc2oc1=O,-1,i
COc1ccccc1NS(=O)(=O)c1cccc(C(=O)N/N=C/c2c(CO)cnc(C)c2O)c1,2,i
Cc1cccc(NC(=O)c2nc[nH]c2C(=O)N2CCc3ccccc3C2)c1,-2,i
COc1cccc(OC)c1OCC(=O)Nc1ccc(S(=O)(=O)N2CCCC2)cc1,-4,i
Cc1ccc(S(=O)(=O)N(C)C)cc1NC(=O)COC(=O)COc1ccc2c(C)cc(=O)oc2c1,-10,i
CCCC(CNC(=O)COC(=O)C1=NNC(=O)CC1)c1ccc(Cl)cc1Cl (stereo unspecified),3,i
O=C(O)c1cc(S(=O)(=O)N2CCCCC2)ccc1N1CCOCC1,0,i
COc1ccc(NC(=O)CN(C)C(=O)CN2C(=O)NC3(CCCCC3)C2=O)cc1,-2,i
CCc1ccc(C(=O)COC(=O)C2=NN(c3ccccc3)C(=O)CC2)cc1,-2,i
O=C(COc1ccccc1[N+](=O)[O-])NCCCN1CCCC1=O,9,i
CCOc1ccc(NC(=O)CN(C)C(=O)c2cc3c(s2)CCC(C)C3)cc1OCC (stereo unspecified),8,i
O=C(N[C@H]1CCC(=O)N([C@H](CSc2ccc(Br)cc2)Cc2ccccc2)CC1)OCc1ccccc1,1,i
CSc1ccc(CSCC(=O)N2CCN(S(=O)(=O)c3ccc(C)cc3C)CC2)cc1,8,i
CCOc1ncccc1C(=O)N1CCN(S(=O)(=O)c2ccc3c(c2)OCCO3)CC1,1,i
Cc1ccc(NC(=O)C2CC(=O)N(C(C)c3ccccc3)C2)cc1 (stereo unspecified),7,i
Cc1noc(C)c1C(=O)OC(C)C(=O)Nc1ccc2c(c1)OCO2 (stereo unspecified),1,i
O=C(CN1C(=O)NC2(CCCC2)C1=O)NCCc1ccccc1,-11,i
CCC(CO)Oc1cc(NC(=O)c2ccc([N+](=O)[O-])cc2)c2ncn(C(C)C)c2c1 (stereo unspecified),9,i
COc1cccc(NC(=O)CN(C)S(=O)(=O)/C=C/c2ccccc2)c1,1,i

# The listing continues.
SMILES,HDAC3 inhib,TMEM16A act
C[C@H](CO)N1C[C@H](C)[C@@H](CN(C)C(=O)Nc2ccccc2)Oc2ccc(NC(=O)Cc3ccccc3)cc2C1=O,-6,i
C#CCOCCOCCOCCNc1nc(N2CCN(C(=O)CCCCCCCCCCNC(=O)[C@H](CO)n3cc(CCCSC)nn3)CC2)nc(N2CCN(C(=O)CCCCCCCCCCNC(=O)[C@H](CCCCN)n3cc(CCO)nn3)CC2)n1,20,i
COc1ccccc1N1CC(C(=O)OCc2nc(N)nc(Nc3ccccc3)n2)CC1=O (stereo unspecified),5,i
CN(Cc1ccccc1)C(=O)COC(=O)/C=C/c1ccc2c(c1)OCO2,-5,i
COc1cc(C(=O)NNC(=O)c2ccc(F)cc2)ccc1OCC(=O)N1CCOCC1,1,i
O=S(=O)(c1ccc(F)cc1)N1CCN(S(=O)(=O)c2ccc3c(c2)OCCO3)CC1,-2,i
CC(C)(C)N(Cc1ccccc1)C(=O)COC(=O)c1ccc([N+](=O)[O-])o1,6,i
Cc1ccc(S(=O)(=O)N(C)C)cc1NC(=O)COC(=O)CN1C(=O)c2ccccc2C1=O,-1,i
CN(CC(=O)Nc1ccccc1C(F)(F)F)CC(=O)N1CCCCCC1,-6,i
Cc1c(NC(=O)COC(=O)c2cccn2C)c(=O)n(-c2ccccc2)n1C,-1,i
Cc1c(C(=O)NCc2ccccc2CN2CCCC2)oc2c(F)cccc12,2,i
CCOC(=O)/C=C/[C@H]1CC(c2ccccc2)(c2ccccc2)CO1,2,i
Cc1cccc(NC(=O)COC(=O)COc2ccc3c(c2)CCC3)c1,-4,i
CCN(CC(=O)Nc1ccc(NC(C)=O)cc1)C(=O)CCCc1nc2ccccc2s1,-3,i
CCCCn1c(N)c(N(CCOC)C(=O)C2CC(=O)N(c3ccc(CC)cc3)C2)c(=O)[nH]c1=O (stereo unspecified),3,i
O=C(Nc1cc(S(=O)(=O)N2CCCCC2)ccc1Cl)C1COc2ccccc2O1 (stereo unspecified),0,i
Cc1ccc(C(=O)NCC(=O)OCn2nnc3ccccc3c2=O)cc1,-4,i
O=C(CN1C(=O)CCOc2ccccc21)Nc1ccc(Cl)c(S(=O)(=O)N2CCOCC2)c1,3,i
COc1ccc(-c2oc(=O)c3cc(OC)c(OC)cc3c2/C=C/c2ccc(F)cc2)cc1,0,i
Cc1cc(C)cc(OCC(=O)OCC(=O)Nc2cc(C)nn2-c2ccccc2)c1,-7,i

# Filtered by structure: those above with a nitro group on carbon
SMILES,HDAC3 inhib,TMEM16A act
CC(OC(=O)C1CCCCC1)C(=O)Nc1cccc([N+](=O)[O-])c1 (stereo unspecified),4,i
O=C(COc1ccccc1[N+](=O)[O-])NCCCN1CCCC1=O,9,i
CCC(CO)Oc1cc(NC(=O)c2ccc([N+](=O)[O-])cc2)c2ncn(C(C)C)c2c1 (stereo unspecified),9,i
CC(C)(C)N(Cc1ccccc1)C(=O)COC(=O)c1ccc([N+](=O)[O-])o1,6,i

# Remaining list, next part
SMILES,HDAC3 inhib,TMEM16A act
CCN(C(=O)COC(=O)COc1ccc(Cl)c(C)c1)C1CCS(=O)(=O)C1 (stereo unspecified),-9,i
c1cncc(CNc2ncnc3ccc(-c4ccc5c(c4)OCCO5)cc23)c1,2,i
COc1ccc(OC)c(NC(=O)COC(=O)c2c(C)noc2C)c1,0,i
Cc1cc(NC(=O)CSc2nnc(-c3ccccc3F)n2N)no1,6,i
CCOc1ccc(S(=O)(=O)Nc2ccc(C(=O)NCc3ccncc3)cc2)cc1,-6,i
O=C(CSc1nc2nn(-c3ccccc3)c(=O)c-2c2n1CCCCC2)Nc1cccc(F)c1,0,i
CC(OC(=O)c1cccc(-n2cnnn2)c1)c1nc2ccccc2c(=O)[nH]1 (stereo unspecified),0,i
Cc1nn(Cc2ccccc2)c(C)c1C(=O)N1CCN(CC(=O)Nc2ccc(F)cc2)CC1,-2,i
CCN(C(=O)CSc1nnc(-c2ccc3c(c2)OCO3)o1)C1CCS(=O)(=O)C1 (stereo unspecified),-2,i
CCCN(CC(=O)Nc1ccccc1C)C(=O)Cc1c(C)nc2ccccc2c1C,4,i
CCCCn1c(N)c(N(CCC(C)C)C(=O)c2ccc(-c3ccc([N+](=O)[O-])cc3)o2)c(=O)[nH]c1=O,-11,i

# Screens deposited in PubChem BioAssay by several laboratories.

# This is a subset (hit frequency here may not be typical).
